Assay outcomes (PubChem)
SUMO1 PPI mod – modulators of SUMO1 protein-protein interactions, primary screen, biochemical, uHTS. Small ubiquitin-related modifier 1 (Homo sapiens), P63165. AID 602429, 2012. SUMO1 binding to a labelled peptide, TR-FRET, 1 h. 0.33% of 360,000 active. inhibition, % at 20 µM; in the data active means inhibition above about 37%
STEP block – STEP phosphatase inhibitors, primary screen, biochemical, fluorescence intensity, uHTS; Tyrosine-protein phosphatase non-receptor type 5 (Homo sapiens), P54829; recombinant STEP, OMFP fluorogenic substrate; inhibition, % at 20 µM; 0.25% of 360,000 active; AID 588621, 2011;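 active means inhibition at 20 µM, scaled per plate between control wells, above about 37%, limit read from the data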;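 further: 0% = DMSO with enzyme and substrate and 100% = substrate only without enzyme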
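Test system: STEP tyrosine phosphatase / Reagent: OMFP at 25 µM / Doses: 20 µM, 1% DMSO / Read-out: percent inhibition scaled to no-enzyme and uninhibited-enzyme controls, plate-pattern corrected / Detection: FITC-channel fluorescence of OMFP product / Medium: Bis-Tris buffer pH 6.0, 2.5 mM DTT, 0.005% Tween 20 / Schedule: 20 min at room temperature, dark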
bovine MsrA act – bovine MsrA enzyme activators, primary screen, biochemical, absorbance, HTS. Methionine sulfoxide reductase A (Bos taurus). purified bovine MsrA, absorbance read-out. activation, % at 10.6 µM. 0.3% of 360,000 active; in the data active means activation above about 7.5%;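 further: 0% = vehicle and 100% = reference activator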
Tb MetRS inh – T. brucei MetRS inhibitors, primary screen, biochemical, luminescence; purified T. brucei MetRS, ATP depletion, Kinase-Glo luminescence; 0.4% of 360,000 active; methionyl-tRNA synthetase (Trypanosoma brucei brucei); inhibition, % at 11.9 µM;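 active means inhibition above a per-plate cutoff of the control wells' mean inhibition plus 3 SD, cut at about 5.5% in these data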;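 further: 0% = DMSO wells median and 100% = median of wells with control inhibitor compound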
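technique = Kinase-Glo luminescence, ATP depletion format | system = purified MetRS (methionyl-tRNA synthetase) enzyme from Trypanosoma brucei | timing = 15 min preincubation, 2 h reaction, all 25 °C | evaluation = percent inhibition versus plate control medians | dosing = single dose, 11.9 µM final nominal, 0.9% final DMSO | also added = substrates ATP, L-methionine and bulk Escherichia coli tRNA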
eLon inh – inhibitors of E. coli Lon protease, primary screen, biochemical, fluorescence polarization | P0A9M0 | purified E. coli Lon protease | inhibition, % at 7.94 µM | 0.42% of 360,000 active | AID 602123, 2011; in the data active means inhibition above about 13%, passing the limit was not always enough;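 further: 0% = enzyme with probe and DMSO and 100% = no enzyme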
DNMT1 inh – human DNMT1 methyltransferase inhibitors, primary screen, biochemical, molecular beacon, fluorescence, HinP1I cleavage, uHTS | DNA (cytosine-5)-methyltransferase 1 (Homo sapiens), P26358 | inhibition (reported as % activation of signal), % at 10 µM | 0.83% of 360,000 active | AID 588458, 2011; in the data active means inhibition above about 50%
Target sequence (P26358 504-1616 limits assumed): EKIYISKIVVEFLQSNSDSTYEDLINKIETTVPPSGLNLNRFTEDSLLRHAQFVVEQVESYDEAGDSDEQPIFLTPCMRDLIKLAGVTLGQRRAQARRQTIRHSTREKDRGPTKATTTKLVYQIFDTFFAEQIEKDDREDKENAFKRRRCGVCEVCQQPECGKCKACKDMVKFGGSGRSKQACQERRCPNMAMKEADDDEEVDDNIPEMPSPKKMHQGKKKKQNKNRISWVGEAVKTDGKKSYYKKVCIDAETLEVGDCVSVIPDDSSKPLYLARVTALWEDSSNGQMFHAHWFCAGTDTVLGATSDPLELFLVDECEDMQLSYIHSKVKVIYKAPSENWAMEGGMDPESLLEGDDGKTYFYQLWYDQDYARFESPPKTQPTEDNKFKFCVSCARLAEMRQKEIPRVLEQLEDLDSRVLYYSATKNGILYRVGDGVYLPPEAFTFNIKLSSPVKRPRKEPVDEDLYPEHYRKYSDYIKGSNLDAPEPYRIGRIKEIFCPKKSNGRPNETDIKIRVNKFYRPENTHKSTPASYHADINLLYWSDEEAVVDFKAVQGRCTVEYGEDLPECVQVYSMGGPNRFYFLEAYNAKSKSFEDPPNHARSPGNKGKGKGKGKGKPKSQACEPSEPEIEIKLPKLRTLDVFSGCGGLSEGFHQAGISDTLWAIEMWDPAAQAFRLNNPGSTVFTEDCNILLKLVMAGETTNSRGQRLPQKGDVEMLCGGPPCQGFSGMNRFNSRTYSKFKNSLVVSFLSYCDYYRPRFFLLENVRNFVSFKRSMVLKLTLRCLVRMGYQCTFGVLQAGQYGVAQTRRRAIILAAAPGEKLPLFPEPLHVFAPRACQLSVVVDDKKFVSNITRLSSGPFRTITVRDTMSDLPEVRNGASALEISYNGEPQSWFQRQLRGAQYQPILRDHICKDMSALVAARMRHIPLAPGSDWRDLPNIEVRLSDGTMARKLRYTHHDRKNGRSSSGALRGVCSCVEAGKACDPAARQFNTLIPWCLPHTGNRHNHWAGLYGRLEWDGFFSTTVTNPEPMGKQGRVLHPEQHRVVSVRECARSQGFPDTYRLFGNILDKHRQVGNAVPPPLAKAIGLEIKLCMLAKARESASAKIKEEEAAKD
MsrA inhibitor – bovine MsrA enzyme inhibitors, primary screen, biochemical, absorbance, HTS. Methionine sulfoxide reductase A (Bos taurus). purified bovine MsrA, absorbance read-out. inhibition, % at 15.5 µM. 0.75% of 360,000 active. AID 651718, 2012; in the data active means inhibition above about 4.5%;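 further: 0% = vehicle wells with enzyme and 100% = reference inhibitor wells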
Scp-1 inhibitor – Scp-1 phosphatase inhibitors, primary screen, biochemical, colorimetric, uHTS; Carboxy-terminal domain RNA polymerase II polypeptide A small phosphatase 1 (Homo …; Recombinant Scp1, phosphopeptide, malachite green phosphate absorbance; inhibition, % at 20 µM; 0.88% of 340,000 active;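 active means inhibition above about 50% at 20 µM, limit read from the data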;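 further: plate controls were DMSO wells with enzyme for no effect and wells lacking enzyme for full effect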
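Test system: SCP-1 catalytic domain; Buffer or medium: Acidic Tris acetate buffer with magnesium and detergent; Also added: Phosphorylated 17-residue peptide substrate; Compound: single 20 µM dose, 1% DMSO; Schedule: enzyme reaction 45 min at room temperature, colour 5 min, stabilisation 30 min; Signal: Phosphate-binding colour reagent, absorbance read at 630 nm.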
NRP1-CendR mod – modulators of CendR peptide binding to NRP-1, primary screen, biochemical, fluorescence polarization, uHTS; Neuropilin-1 (Homo sapiens), O14786; FAM-RPARPAR peptide binding to NRP-1; inhibition, % at 25 µM; 0.85% of 360,000 active; AID 602438, 2012;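 active means inhibition or corrected inhibition above about 18%, plus a signal ratio from 0.5 to 1.5, limit read from the data, passing the limit was not always enough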; further: strong numbers were not always called active
LMPTP block – LMPTP phosphatase inhibitors, primary screen, biochemical, fluorescence intensity, uHTS. Low molecular weight phosphotyrosine protein phosphatase (Homo sapiens), P24666. 0.22% of 360,000 active. inhibition, % at 20 µM. recombinant LMPTP-A, OMFP fluorogenic substrate;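 active means compounds that cut the enzyme signal by at least half of the control window in the single-dose screen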;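 further: plate controls were DMSO wells with enzyme plus substrate for no effect and substrate without enzyme for full effect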
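Test system: LMPTP-A, protein tyrosine phosphatase of low molecular weight; Input: 0.625 nM enzyme; Incubation: 50 min dark incubation at room temperature; Signal: endpoint fluorescence intensity from OMFP dephosphorylation; Read-out basis: % inhibition versus control wells.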
* hit, by the source's call; x = no result given; & = joins results of further samples; ! = repeats disagree.

SMILES	SUMO1 PPI mod	STEP block	bovine MsrA act	Tb MetRS inh	eLon inh	DNMT1 inh	MsrA inhibitor	Scp-1 inhibitor	NRP1-CendR mod	LMPTP block
Cc1cc(S(=O)(=O)N2CCCC2)ccc1OCC(=O)N1CCC(C(N)=O)CC1	1	0	-9	-2.0	4	-2	0.0	1	0	0.8
C1=C(c2ccco2)N2CCN=C2S1	0	4	-7	-0.7	6	4	-1.1	-4	-3	-1.7
CC(CCc1ccc(O)cc1)NCc1ccc(Cl)cc1Cl (stereo unspecified)	7	-6	-13	-0.5	8	2	0.6	4	-2	-4.3
CCc1ccc(CN2CCSCC2)cc1	8	0	-2	-0.1	11	0	-0.3	-10	6	-1.7
COC(=O)C1=C(O)CSC1=Nc1ccc(C)cc1	-4	-1	-4	-0.3	-12	-4	1.5	-5	-7	0.3
CCN(CC)S(=O)(=O)c1ccc(NC2c3ccccc3C(=O)N2CCN2CCOCC2)cc1 (stereo unspecified)	1	-1	-2	0.0	2	0	-1.1	-8	-1	-1.6
O=C1N(Cc2ccccc2F)c2ccccc2C12OCCCO2	-2	0	-2	0.0	3	-1	-0.2	-13	-1	1.1
O=C(CN(c1ccc(Cl)cc1)S(=O)(=O)c1ccccc1)N/N=C/c1ccco1	-6	3	1	2.5	9	-6	-0.2	6	-13	0.5
O=C(COC(=O)COc1ccc(Cl)cc1)Nc1ccc(F)c([N+](=O)[O-])c1	-21	-3	-4	1.3	0	-2	-1.1	-17	-4	-0.1
Cn1c(CC(=O)Nc2ccccc2F)nnc1SCC(=O)Nc1nncs1	2	-2	-3	-0.2	-2	4	0.2	-3	11	-0.5
CCOC(=O)C1=C(COC(=O)COc2ccc(C(=O)CC)cc2)NC(=O)NC1C (stereo unspecified)	3	-1	-7	-0.7	-9	1	0.5	2	-3	-3.4
Cc1cc(C(=O)OCC(=O)NCCc2ccc(S(N)(=O)=O)cc2)c2ccccc2n1	-11	-2	-4	-0.2	-10	-2	0.6	-10	-3	-1.5
CCOc1cccc(C(=O)Nc2ccc3c(c2)OCCO3)c1	3	0	-9	-1.3	-3	0	1.4	-10	-14	-0.6
CC(NC(=O)COC(=O)Cc1ccc(-c2ccccc2)cc1)c1ccccc1 (stereo unspecified)	8	0	0	-0.4	-6	-5	-1.0	-10	-7	3.7
CC(Sc1nc2cc([N+](=O)[O-])ccc2n1-c1cccc(C(F)(F)F)c1)C(=O)NC(N)=O (stereo unspecified)	3	1	0	-0.1	0	34	-0.6	-5	7	-0.8
COc1ccc(-c2nc(-c3ccccc3OC)no2)cc1OC	-2	0	-3	0.2	11	-5	0.8	-13	2	0.9
O=S1(=O)C[C@@H](N2CC[C@@H](O)C2)[C@H](COCc2ccccc2)N1	1	-2	-2	-0.3	-2	0	1.0	x	-2	-0.5
CNC(=S)Nc1ccc(-c2nc3ccc(C)cc3s2)cc1	-15	5	-6	-0.6	1	-18	0.6	11	-3	2.3
CCCCc1nnc(NC(=O)c2ccc(OCc3c(C)noc3C)cc2)s1	7	-3	-2	-0.7	9	14	-0.2	-4	8	0.7
CN(C(=O)Cn1nc(C(=O)O)c2ccccc2c1=O)C1CCCCC1	-15	0	-3	-0.2	1	2	0.1	-4	-4	-0.3

Overlap with the part before: 2 entries; new compounds follow.
SMILES	SUMO1 PPI mod	STEP block	bovine MsrA act	Tb MetRS inh	eLon inh	DNMT1 inh	MsrA inhibitor	Scp-1 inhibitor	NRP1-CendR mod	LMPTP block
CCCCc1nnc(NC(=O)c2ccc(OCc3c(C)noc3C)cc2)s1	7	-3	-2	-0.7	9	14	-0.2	-4	8	0.7
CN(C(=O)Cn1nc(C(=O)O)c2ccccc2c1=O)C1CCCCC1	-15	0	-3	-0.2	1	2	0.1	-4	-4	-0.3
CCOc1ccc(-n2ccnc2SCC(=O)Nc2nnc(C)s2)cc1	0	1	0	-1.4	6	0	-0.7	-7	-2	-2.5
O=C(NCCOc1ccccc1)c1ccc2c(c1)S(=O)(=O)c1cc(Cl)ccc1C2=O	-24	2	-1	-0.2	1	-3	0.1	-8	5	1.7
COc1ccc(CCC(=O)O)c(C(CC(=O)O)C(=O)O)c1OS(=O)(=O)c1ccc(C)cc1 (stereo unspecified)	4	13	7	0.1	-4	6	0.9	x	-16	-2.0
Cc1c(NC(=O)/C(C#N)=C/c2cccs2)c(=O)n(-c2ccccc2)n1C	-8	-3	-5	-0.4	2	-1	4.1	-7	-2	0.6
O=C(NC(Cc1ccccc1)C(=O)O)/C(=C\c1ccc(Cl)cc1)NC(=O)c1ccco1 (stereo unspecified)	-4	0	-3	0.2	-5	3	-0.9	-4	-5	0.0
COc1ccc(CCCNC(=O)C2Cc3c(-c4ccc5c(c4)OCO5)ccnc3O2)cc1 (stereo unspecified)	2	-1	1	-0.2	-1	-2	-1.1	x	-9	0.6
Cc1ccc(S(=O)(=O)CCC(=O)OCC(=O)NC2CCS(=O)(=O)C2)cc1 (stereo unspecified)	-1	-1	-9	-0.3	4	-3	-0.3	-2	7	-0.9
Cc1c(Cl)cccc1NC(=O)c1cc(-c2ccccc2O)n[nH]1	-2	0	-6	0.2	5	-5	-0.3	-5	0	-1.9
CCOc1ccc(OCC)c(NC(=O)C(NS(=O)(=O)c2ccc3c(c2)oc(=O)n3C)C(C)C)c1 (stereo unspecified)	2	2	0	-0.1	2	15	0.6	1	3	1.3
COc1cc(CC(CC(=O)c2ccc3c(c2)OCO3)C(=O)O)cc(OC)c1OC (stereo unspecified)	9	1	-4	0.1	-5	6	1.3	-7	-7	-5.1
CC1(C)NC(=O)N(CC(=O)N2CCN(S(=O)(=O)c3ccccc3F)CC2)C1=O	1	-2	-7	-0.1	8	8	0.0	6	-18	-1.2
CNc1nc(-c2ccccc2)c2sccc2n1	-10	0	-1	0.1	7	4	1.5	x	3	2.7
COc1ccc(S(=O)(=O)Nc2ccc3c(c2)C(=O)N([C@H](C)CO)C[C@H](C)[C@@H](CN(C)S(=O)(=O)c2ccc(F)cc2)O3)cc1	2	-1	2	-0.1	7	3	0.6	-14	5	1.0
O=C(O)CCc1ccc(-c2cccs2)n1Cc1ccco1	5	0	-4	-0.4	-14	39	-0.1	8	-8	1.2
CC(C#N)(NC(=O)CN1CCN(S(=O)(=O)c2ccc(Br)cc2Cl)CC1)C1CC1 (stereo unspecified)	8	0	-1	0.0	-11	2	-0.2	4	12	-2.0
CCOC(=O)/C=C1\SCC(=O)N1CC(=O)Nc1ccc(C(C)C)cc1	0	1	-2	0.4	4	1	0.2	-5	3	0.9
CC1(C(=O)N(CC(=O)NC2CCCC2)Cc2ccc(Cl)cc2)CC(=O)N=C2C=CC=CN21 (stereo unspecified)	-4	2	-5	0.1	-3	0	0.8	-5	-2	0.1
CCOc1ccc(C2CC(c3ccc(F)cc3)n3ncnc3N2)cc1 (stereo unspecified)	6	-1	-6	1.8	1	-1	0.3	10	-7	-2.6
Cc1cc(C)c2c(n1)nn1c(N3CCN(c4ccccc4C)CC3)cc(C)nc21	-7	1	7.7*	-0.2	3	-2	0.9	-3	-12	4.0
Brc1ccc(-c2cn3ccccc3n2)cc1	-1	-2	-1	0.3	-3	-2	0.3	2	-4	2.2

A few values from the list:
NRP1-CendR mod with Brc1ccc(-c2cn3ccccc3n2)cc1 → -4
eLon inh with O=C(NCCOc1ccccc1)c1ccc2c(c1)S(=O)(=O)c1cc(Cl)ccc1C2=O → 1
NRP1-CendR mod with CCOC(=O)/C=C1\SCC(=O)N1CC(=O)Nc1ccc(C(C)C)cc1 → 3

Part of the list above, with bars between the fields:
compound | SUMO1 PPI mod | STEP block | bovine MsrA act | Tb MetRS inh | eLon inh | DNMT1 inh | MsrA inhibitor | Scp-1 inhibitor | NRP1-CendR mod | LMPTP block
COc1ccc(-c2nc(-c3ccccc3OC)no2)cc1OC | -2 | 0 | -3 | 0.2 | 11 | -5 | 0.8 | -13 | 2 | 0.9
O=S1(=O)C[C@@H](N2CC[C@@H](O)C2)[C@H](COCc2ccccc2)N1 | 1 | -2 | -2 | -0.3 | -2 | 0 | 1.0 | x | -2 | -0.5

New compounds follow.
SMILES	SUMO1 PPI mod	STEP block	bovine MsrA act	Tb MetRS inh	eLon inh	DNMT1 inh	MsrA inhibitor	Scp-1 inhibitor	NRP1-CendR mod	LMPTP block
O=C1Nc2cc(C(F)(F)F)ccc2N2CCCCC12 (stereo unspecified)	-1	0	1	-0.2	-9	-1	0.8	-12	8	2.1
COCC1CCN(C(=O)C2CCC(=O)N(CCc3ccc(Cl)cc3)C2)CC1 (stereo unspecified)	1	-1	0	0.3	-12	1	-0.8	-3	10	-1.6
CN(C)CC/C=C1/c2ccccc2Sc2ccc(Cl)cc21	-13&-19	4&3	0&-3	-0.8&-0.5	9&10	1&3	-1.1&-0.5	-4&-11	27*!	-1.3&0.2
O=c1[nH]c2ccccc2nc1Cc1ccccc1	-11	-2	0	-0.4	1	1	1.7	-3	14	-1.9
CC1CCCCN1C(=O)C(=O)c1cn(CC(=O)N2CCCC2)c2ccccc12 (stereo unspecified)	1	-2	-8	-0.3	-8	0	-0.1	0	12	-0.5
Cc1c(C(=O)N2CCCCCC2)c(S(=O)(=O)Nc2ccccc2F)c(C)n1C	7	0	0	0.1	-24	1	0.7	8	15	0.5
CC(=O)c1ccc(NC(=O)C(C)n2c3ccccc3c3nc(=O)cc(C)n32)cc1 (stereo unspecified)	-5	0	-4	-0.5	-7	-1	0.8	-2	0	-1.2

A second format for part of the listing above:
| SUMO1 PPI mod | STEP block | bovine MsrA act | Tb MetRS inh | eLon inh | DNMT1 inh | MsrA inhibitor | Scp-1 inhibitor | NRP1-CendR mod | LMPTP block | smiles |
| --- | --- | --- | --- | --- | --- | --- | --- | --- | --- | --- |
| -5 | 0 | -4 | -0.5 | -7 | -1 | 0.8 | -2 | 0 | -1.2 | CC(=O)c1ccc(NC(=O)C(C)n2c3ccccc3c3nc(=O)cc(C)n32)cc1 (stereo unspecified) |
| -13&-19 | 4&3 | 0&-3 | -0.8&-0.5 | 9&10 | 1&3 | -1.1&-0.5 | -4&-11 | 27*! | -1.3&0.2 | CN(C)CC/C=C1/c2ccccc2Sc2ccc(Cl)cc21 |
